# High-throughput results from PubChem BioAssay.
# Nrf2 activator = Nrf2 pathway activation. AREc32 ARE-luciferase reporter (MCF7-derived line), luminescence, 24 h. Potency, µM (top dose mostly 46.1 µM), for inactives: top-dose activation, hits mostly activators. hit rate 0.31% among 410,000. AID 624171; further: potency means the concentration at half of the fitted maximal effect; % of control where 0% means no effect; nearly all actives have a fitted effect of over 65% in size
#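 Each well held 1000 AREc32 cells, which were incubated with compound for 24 hr at 37 deg C after overnight attachment, and ARE reporter activity was quantified by firefly luciferase luminescence.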
# CCT modulator = changes cytosolic chaperonin activity | activity change, % (test concentration not listed), hits read low | hit rate 0.3% among 360,000 | AID 651819 | purified chaperonin ATPase assay, HTRF ADP detection, 30 min; in the data active means activity change below about -30%; further: on the % scale 0 is the no-effect control and ±100 the full control effect
#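 ATPase activity: ADP formed was measured by HTRF Transcreener (665/615 nm ratio) after 30 min at 37 deg C with 10 uM ATP. Compounds screened at one 76 uM concentration against 40 or 20 nM TRiC in Tris pH 7.4/KCl/MgCl2/DTT buffer.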
# HepG2 viability = kills HepG2 cells in TGF-b inhibitor counter-screen | HepG2 CAGA-GFP viability, ATP luminescence, 18 h | Potency, µM (highest dose often 46.1 µM), for the others: top-dose activity change, negative = cytotoxicity, usual class: cytotoxic | hit rate 0.76% among 410,000; further: potency means the concentration at half of the fitted maximal effect; some results filed as inactive show a strong effect at the top dose
#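 HepG2 CAGA-GFP cells (1000/well, DMEM with 1% FBS) received compound, then TGF-beta at 500 pg/mL final, and were incubated 18 hours at 37 degrees C. Viability was read by CellTiter-Glo luminescence. Media-only wells were set as complete cell-killing and DMSO as no toxicity.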
# MmCpn inh = inhibitors of Methanococcus maripaludis chaperonin (MmCpn); purified Mm-Cpn ATPase, ADP Transcreener TR-FRET; Potency, µM (highest dose often 76.9 µM), inactives show at the top dose activity, negative = inhibition, actives largely listed as inhibitors; hit rate 0.031% among 330,000; further: potency means the concentration at half of the fitted maximal effect; on the % scale 0 is the no-effect control and ±100 the full control effect; nearly all actives have a fitted effect of over 80% in size
#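 TR-FRET (320 nm excitation; 590 and 665 nm emission) reports ADP made from 10 uM ATP by 25 nM enzyme; compounds were preincubated 10 min, reaction run 30 min, both at 37°C.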
# Nrf2 block = blocks Nrf2 signaling; A549 ARE-Fluc reporter, luciferase luminescence, 18-24 h; Potency, µM (doses to about 46 µM), inactives show at the top dose activity change, negative = inhibition, actives largely listed as inhibitors; hit rate 2.1% among 360,000; further: potency means the concentration at half of the fitted maximal effect; on the % scale 0 is the no-effect control and ±100 the full control effect; nearly all actives have a fitted effect of over 60% in size
#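 Two sequential reads on A549 ARE_Fluc cells exposed to compound for 18-24 h: a CellTiter-Fluor fluorescence read for viability, then a luciferase luminescence read for Nrf2/ARE activity.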
# S2 tox = viability counter-screen for ATXN expression inhibitors | S2 cells (HEK-293 line with an ATXN2-luciferase reporter) viability, CellTiter-Fluor protease fluorescence, 24 h | Potency, µM (doses to about 56.7 µM), usual class: cytotoxic | hit rate 0.49% among 400,000 | AID 651635; further: potency means the concentration at half of the fitted maximal effect; nearly all actives have a fitted effect of over 40% in size
# TGFb SMAD3 inh = inhibitors of TGF-b signaling; hit rate 1.2% among 410,000; Potency, µM (doses to about 46.1 µM), inactives show at the top dose activity, negative = inhibition, hits mostly inhibitors; HepG2 CAGA-GFP TGF-b/SMAD3 reporter, GFP fluorescence, 18 h; TGF-beta stimulated, 500 pg/mL final; further: potency means the concentration at half of the fitted maximal effect; on the % scale 0 is the no-effect control and ±100 the full control effect; nearly all actives have a fitted effect of over 65% in size
#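 GFP signal (ex488/em500-530) from TGF-beta-stimulated HEPG2 CAGA-GFP cells, 500 pg/mL final, 18 h at 37 degrees C in DMEM plus 1% FBS, normalized to unstimulated and DMSO-stimulated controls.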
# pAkt inh = inhibitors of Akt phosphorylation; hit rate 0.32% among 360,000; activity change, % for hits at 50 µM; Neuro2A IGF-stimulated pAkt S473 HTRF, 20 min; active compounds read low; in the data active means activity change below about -80%; inconclusive means mostly about -51% to -80%; further: on the % scale 0 is the no-effect control and ±100 the full control effect
#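 Neuro2A cells in DMEM with 0.5% FBS, overnight at 37 deg C, given compound at single 50 µM final, then IGF (6 nM final) for 20 min at 37 deg C. Lysed; phospho-Akt Ser473 by HTRF after 24 h, 665/615 ratio.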
# A549 tox = counter-screen for Nrf2 inhibitors: cytotoxicity in A549 cells; A549 ARE-Fluc cells, CellTiter-Fluor viability, 18-24 h; Potency, µM (top dose mostly 46 µM), without a hit: at the highest dose activity change, negative = cytotoxicity, most hits filed as inhibitors; hit rate 0.16% among 390,000; AID 504648; further: potency means the concentration at half of the fitted maximal effect; on the % scale 0 is the no-effect control and ±100 the full control effect
#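 A549 ARE-Fluc cells in 5% FBS OPTI-MEM, 5000 cells/well, rested 2 h then exposed to compounds in concentration-response for 18-24 h at 37 °C. Viability by CellTiter-Fluor fluorescence (Ex 405/Em 525) after 30 min; luciferase luminescence (BugLite, 15 min, RT) read afterwards.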
# The depositor's hits bear a star; i = inactive; ? = inconclusive; . = no result given; [ ] = remark or other dose. Unless noted, the call rests on the fitted dose curve; in most records, active means well fitted curve in the direction sought with a large enough effect; inconclusive means small, poorly fitted or top-dose-only effect, or another doubt; inactive means no such curve, though single readings can be large; an effect the other way counts as inactive or inconclusive.
SMILES	Nrf2 activator	CCT modulator	HepG2 viability	MmCpn inh	Nrf2 block	S2 tox	TGFb SMAD3 inh	pAkt inh	A549 tox
COc1ccc(C(=O)NNc2ncnc3c2cnn3-c2ccc(C)cc2C)cc1	-0.3%	.	-17%	.	.	i	?	.	14%
Cc1ccc(NC(=O)CSc2nncn2-c2ccccn2)cc1Cl	0.1%	0.6	-18%	1%	-2%	i	2%	i	0%
CN(c1ccccc1)c1cc(=O)[nH]c(=O)[nH]1	0.1%	1.4	17%	3%	-3%	i	2%	i	6%
CC(=O)c1ccc(NC(=O)CCCSc2nc(-c3ccco3)cc(C(F)(F)F)n2)cc1	-0.7%	.	-12%	.	-17%	i	?	.	-3%
CCOC(=O)CC1C(=O)NCCN1Cc1ccc(OC)c(OC)c1 (stereo unspecified)	-0.1%	1.6	10%	0%	3%	i	29%	i	-5%
CCc1ccc2oc(-c3ccc(NC(=O)c4cc(OC)c(OC)c(OC)c4)cc3)nc2c1	-0.8%	.	-26%	.	-4%	i	-3%	.	-4%
COc1ccccc1CNC(=O)c1ccccc1N(C)S(C)(=O)=O	-0.1%	-1.1	-2%	0%	23%	i	-3%	i	8%
O=S1(=O)CC(N2CC=CC2)CN1Cc1ccccc1 (stereo unspecified)	-1.1%	1.7	4%	.	.	i	-14%	i	.
COc1cccc(OCCc2c(C)n[nH]c2C)c1	2.2%	1.6	-4%	1%	-24%	i	-4%	i	-20%
O=c1[nH]c2ccccc2n2c(C(F)(F)F)nnc12	0.1%	-1.1	2%	0%	-2%	?	10%	i	1%
COc1ccc(/C=C2\SC(=S)N(CC(=O)NC3C=CS(=O)(=O)C3)C2=O)cc1 (stereo unspecified)	2.9%	1.0	4%	1%	6%	i	-7%	i	1%
FC(F)(F)c1ccccc1-n1c(-c2ccco2)n[nH]c1=S	0.3%	0.5	-2%	-3%	?	i	3%	i	-3%
Cc1cc(C)c(-c2c(O)c3ccccc3n(C)c2=O)c(C)c1	-0.4%	-1.1	-12%	.	10%	i	5%	i	0%
C=CCSc1nnc(-c2cc3c(s2)-c2ccccc2CC3)o1	?	-4.7	18%	-5%	.	i	43%[activator]	i	22%
CC(=O)N1CCN(c2ccc(NC(=O)c3ccc([N+](=O)[O-])cc3Cl)cc2)CC1	-1.6%	1.5	-1%	-2%	?	i	-4%	i	2%
O=[N+]([O-])c1ccc(-n2nncc2-c2ccc(Cl)cc2)cc1	-0.7%	-3.3	-11%	0%	11%	i	25%	i	10%
COc1ccc(-c2ccc(CCC(=O)O)n2CC(C)C)cc1	0.3%	-1.3	-4%	-4%	.	i	?	i	-16%
O=C(COC(=O)Cc1ccc(-c2ccccc2)cc1)NCc1ccccc1	-0.8%	-1.1	-18%	-3%	-10%	i	-18%	i	1%
O=C(CCS(=O)(=O)c1ccccc1)Nc1cccc2c1C(=O)NC2=O	0.4%	-1.6	-11%	1%	7%	i	-9%	i	-4%
O=C(c1ccc2nc(Cc3cccc(Cl)c3)oc2c1)N1CCC[C@H]1CO	-0.6%	0.9	-4%	1%	-28%	i	-9%	i	5%
Cc1ccc(Nc2oc(C)nc2C#N)cc1	23%	-0.5	-12%	-1%	16%	i	-4%	i	-7%
COCCNC(=O)C1(C)CCN(C(=O)c2cc(-c3ccccc3)cs2)C1 (stereo unspecified)	-1.4%[9.22 µM]	0.7	-4%	.	.	i	22%	i	.
CC1=NN(C(=O)Cc2ccccc2)C(O)(c2cccnc2)C1 (stereo unspecified)	-0.8%	2.6	-1%	-5%	9%	i	6%	i	-10%
CC(=O)c1cccc(NC(=O)C(NC(C)C)c2ccccc2)c1 (stereo unspecified)	-0.6%	-4.0	-2%	-1%	21%	i	-1%	i	-7%

# Two compounds picked at random from the list so far, as already listed:
SMILES	Nrf2 activator	CCT modulator	HepG2 viability	MmCpn inh	Nrf2 block	S2 tox	TGFb SMAD3 inh	pAkt inh	A549 tox
COCCNC(=O)C1(C)CCN(C(=O)c2cc(-c3ccccc3)cs2)C1 (stereo unspecified)	-1.4%[9.22 µM]	0.7	-4%	.	.	i	22%	i	.
CC(=O)c1cccc(NC(=O)C(NC(C)C)c2ccccc2)c1 (stereo unspecified)	-0.6%	-4.0	-2%	-1%	21%	i	-1%	i	-7%

# The results go on:
SMILES	Nrf2 activator	CCT modulator	HepG2 viability	MmCpn inh	Nrf2 block	S2 tox	TGFb SMAD3 inh	pAkt inh	A549 tox
CCOC(=O)CNC(=O)/C=C/c1ccc2c(c1)OCO2	6.6%	-0.3	-1%	-1%	?	i	14%	i	2%
N#Cc1ccc(OCC(O)CN2CCN(CC(O)COc3ccc(C#N)cc3)CC2)cc1 (stereo unspecified)	2.1%	-4.5	1%	-11%	?	i	0%	i	3%
Cc1c(CC(=O)O)c(=O)oc2cc3c(cc12)CCC(C)(C)O3	0.9%	-0.3	2%	-3%	-13%	i	2%	i	2%
CSc1ncccc1C(=O)OCc1cccc([N+](=O)[O-])c1	3.7%	0.9	6%	1%	3%	i	-4%	i	0%
Cc1ccc(S(=O)(=O)Cc2ccc(C(=O)N3CCCCC3C)cc2)cc1 (stereo unspecified)	-0.2%	0.5	2%	-2%	2%	i	0%	i	11%
Cc1cc2c(cc1C)NC(c1cccnc1)C1=C(CC(C)(C)CC1=O)N2 (stereo unspecified)	0.4%	-1.7	4%	0%	-18%	i	-5%	i	-11%
Cc1ccc(CNS(=O)(=O)c2c(C)[nH]c(C)c2C(=O)N2CCCC2)cc1	-0.5%	-1.2	8%	1%	3%	i	3%	i	11%
Fc1ccc(N2CCN(C(=S)NCC3CCCO3)CC2)cc1 (stereo unspecified)	-0.5%	-2.1	0%	2%	-24%	i	-3%	i	4%
CN(C)CCN(CC1CCCN(Cc2ccccc2F)C1)C(=O)c1ccc(Cl)cc1 (stereo unspecified)	-0.3%	-0.1	-27%	-1%	8%	i	8%	i	-22%
Cc1cccc(OCC(=O)Nc2ccccc2OCc2cc(=O)n3ccccc3n2)c1	0.9%	.	0%	.	.	.	5%	.	-3%
Cc1ccc2oc(C(=O)N3CCC(C(N)=O)(N4CCCCC4)CC3)c(C)c2c1	-1.2%	0.5	-6%	2%	4%	i	12%	i	-5%
CN(c1ccccc1)S(=O)(=O)c1ccc(NC(=O)c2ccc(-c3ccccc3)cc2)cc1	-0.3%	2.1	-1%	-22%	15µM*	i	-19%	i	-21%
Cc1ccc(/C=C2\C(=O)NC(=O)N2C)o1	9.2%	0.1	0%	-1%	0%	i	-1%	i	-6%
Cc1nn(-c2ccccc2)c2c1N(CC(=O)NCc1ccc(N(C)C)cc1)C(=O)CS2	-0.6%	.	-3%	.	?	i	-1%	.	0%
Cc1ccccc1Nc1nc2ccccc2s1	18%	-0.6	-33%	4%	?	i	-11%	i	-9%
CCOc1ccc(CNC(=O)c2cc(-c3ccc(Cl)s3)nc3ccccc23)cc1	-0.9%	.	3%	.	9%	i	-13%	.	-1%
NCC(=O)NCC(=O)NC[C@H]1O[C@@H](n2ccc(=O)[nH]c2=O)[C@H](O)[C@@H]1O	-0.9%	0.0	-19%	.	3%	i	22%	i	8%
O=C(CSc1nc(NS(=O)(=O)c2ccccc2)cc(=O)[nH]1)Nc1ccccc1C(F)(F)F	0.4%	-1.0	-2%	-3%	-29%	i	6%	i	-3%
CCOc1ccc(N2C(=O)CC(N3CCN(c4ccc(C(=O)c5ccncc5)cc4)CC3)C2=O)cc1 (stereo unspecified)	3.8%	-2.6	-3%	.	6%	i	-6%	i	-1%
O=C(CCCn1nnc(-c2cccnc2)n1)c1ccc(F)cc1	0.0%	0.6	-15%	-1%	?	i	0%	.	-5%
O=C(c1cccc(Cl)c1)N1CCCC(c2ccc(Cl)cc2)=N1	0.0%	1.2	-28%	0%	?	i	-21%	i	-17%
COc1ccc(NC(=O)c2cccc3c(=O)c4c([nH]c23)CCCC4)cc1	0.1%	.	0%	.	-9%	i	3%	.	9%
Cc1ccc(S(=O)(=O)N(Cc2ccc(F)cc2)Cc2ccco2)cc1	1.9%	-0.3	-4%	.	.	i	?	i	13%
COc1cccc(/C=C(\C(=O)O)c2ccccc2)c1	-0.5%	-1.1	-14%	2%	-9%	?	-28%	i	-1%

# The list goes on; the last 4 above are carried over.
SMILES	Nrf2 activator	CCT modulator	HepG2 viability	MmCpn inh	Nrf2 block	S2 tox	TGFb SMAD3 inh	pAkt inh	A549 tox
O=C(c1cccc(Cl)c1)N1CCCC(c2ccc(Cl)cc2)=N1	0.0%	1.2	-28%	0%	?	i	-21%	i	-17%
COc1ccc(NC(=O)c2cccc3c(=O)c4c([nH]c23)CCCC4)cc1	0.1%	.	0%	.	-9%	i	3%	.	9%
Cc1ccc(S(=O)(=O)N(Cc2ccc(F)cc2)Cc2ccco2)cc1	1.9%	-0.3	-4%	.	.	i	?	i	13%
COc1cccc(/C=C(\C(=O)O)c2ccccc2)c1	-0.5%	-1.1	-14%	2%	-9%	?	-28%	i	-1%
COc1ccc(C2=C(N3CCN(c4cc(C)ccc4C)CC3)c3ccccc3C2=O)cc1	-0.1%	.	1%	.	17%	i	-2%	.	-6%
CN(C)CC(C)(C)CNS(=O)(=O)c1ccc(OC(F)(F)F)cc1	-0.9%	2.6	-36%	-4%	0%	i	-1%	i	3%
Cc1cc(=O)n2[nH]nnc2n1	1.5%	1.3	22%	-6%	0%	i	37%[activator]	i	4%
CCCSc1nnc(NC(=O)CSc2nc3[nH]c(=O)cc(O)c3s2)s1	-0.4%	-0.8	14%	-6%	9%	i	7%	i	-2%
